# GSIS activator: GLuc luminescence reporter in INS-1E cells, primary screen for activators of glucose-dependent secretion of insulin; INS-1E GLuc reporter insulin secretion, 2-3 h; activation, % at 16.6 µM; hit rate 0.61% among 370,000; AID 743287;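 active means lowest replicate activation of at least 40%, so every replicate reaches that level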;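 further: 0% = median of neutral control wells and 100% = median of IBMX positive control wells; some compounds called inactive have numbers as strong as hits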
# The depositor's hits bear a star. An excerpt (hit frequency here may not be typical).
GSIS activator,structure
2,C/C(=N\NC(=O)c1nn(C)c(C)c1Br)c1ccc(NC(=O)c2ccoc2C)cc1
-8,O=C(NCc1ccccc1)c1ccc(Br)cc1Br
-7,CCOC(=O)C(=O)c1cn(C2OCC(OC(C)=O)C(OC(C)=O)C2OC(C)=O)c2ccccc12 (centres undefined)
13,Cc1c(C(=O)NNC(=S)Nc2cccc(Cl)c2)nnn1-c1ccccc1
-4,COc1ccccc1-c1c(C)oc2cc(OCC(=O)OCc3ccccc3)ccc2c1=O
-5,O=S(=O)(c1ccc(F)cc1)c1nc(-c2ccccc2F)oc1N1CCCCC1
16,CCCC(=O)N1CC2(CCN(C(=O)NC(C)C)CC2)c2c(n(C)c3cc(OC)ccc23)[C@@H]1CO
-10,O=C(Cc1cccnc1)N1CC(=O)N2[C@@H](CO)[C@H](c3ccc(-c4cccc(F)c4)cc3)[C@@H]2C1
13,C[C@@H]1CCCCO[C@H](CN(C)C(=O)Nc2ccccc2)[C@H](C)CN([C@H](C)CO)C(=O)c2cc(NC(=O)Nc3ccc(C(F)(F)F)cc3)ccc2O1
-1,COc1cc(OC)cc(C(=O)NC(=S)Nc2ccc(NC(=O)c3ccco3)cc2)c1
-17,CCN(CC)S(=O)(=O)c1cc(C(=O)OCC(=O)Nc2cccc(Br)c2)ccc1F
-5,COC(=O)c1cc(NC(=O)C2(S(=O)(=O)c3ccc(C)cc3)CC2)cc(C(=O)OC)c1
4,CC(=O)N1CC2(C1)[C@@H](c1ccccc1)[C@@H](CO)N2Cc1ccccc1F
13,C[C@@H]1CN([C@@H](C)CO)C(=O)Cc2cc(NC(=O)NC3CCCCC3)ccc2O[C@@H]1CN(C)Cc1ccc(C(=O)Nc2ccccc2N)cc1
-7,O=C(O)C1C2C=CC(C2)C1C(=O)NCCCc1ccccc1 (centres undefined)
-2,Cc1ccc(-c2nn(C)c(=O)c3ccccc23)cc1S(=O)(=O)N1CCOCC1
6,C[C@H](CO)N1C[C@H](C)[C@@H](CN(C)Cc2ccncc2)Oc2c(NC(=O)Cn3cnnn3)cccc2C1=O
3,O=C(CSc1nc2ccccc2c(=O)n1-c1ccccc1)N1CCc2ccccc21
10,COc1ccc(OC)c(C2=NNC(=NCc3ccc4c(c3)OCO4)SC2)c1
2,CCc1ccc(Nc2nc3ccccc3c(=O)s2)cc1
-4,O=C(Nc1ccccc1)Nc1nnc(Cc2ccc([N+](=O)[O-])cc2)s1
10,O=C(Cn1[nH]c(=O)c2ccccc2c1=O)OCC(=O)N1CCc2ccccc2C1
-2,CCC1CCc2c([nH]c3ccccc3c2=O)O1 (centres undefined)
12,O=C(O)c1sc2ncccc2c1OCc1ccccc1
17,CO[C@@H]1CN(C)C(=O)c2ccc(NS(C)(=O)=O)cc2OC[C@H](C)N(Cc2ccccc2)C[C@@H]1C
-2,Cc1cccc(NC(=O)CN2C(=O)S/C(=C\c3ccc(-c4cccc(C(=O)O)c4C)o3)C2=O)c1
-41,CCOc1ccc(Cc2c(Cl)nc(SC)nc2N(C)C)cc1
3,CCN1C(=O)C2C(c3cccc(F)c3)NC(CC)(C(=O)OC)C2C1=O (centres undefined)
-1,CC(=O)c1c(N2CCN(c3ccccn3)CC2)nc(=S)n(-c2ccccc2)c1C
29,Cc1ccc(S(=O)(=O)N2CCC(C(=O)Nc3nnc(-c4ccc(F)cc4)s3)CC2)cc1
14,Cc1cc(C)c2[nH]c(=O)c(CN(CC3CCCO3)C(=S)Nc3ccccc3)cc2c1 (centres undefined)
9,COCC(=O)N1CC2(C1)CN(C(=O)c1ccccn1)[C@H](CO)c1c2c2ccc(OC)cc2n1C
-29,NNC(=O)CN1C(c2ccccc2Br)=Nc2ccc(Br)cc2C1c1ccccc1 (centres undefined)
13,COCC#Cc1ccc([C@H]2[C@@H](CO)N3C(=O)CN(C(=O)Nc4cc(F)ccc4F)C[C@@H]23)cc1
16,O=C(OCC(=O)c1ccc[nH]1)c1ccc(S(=O)(=O)N2CCCCC2)cc1
14,O=C(CSc1nc2ncc(Br)cc2[nH]1)c1cccc([N+](=O)[O-])c1
1,Cc1ccc(-c2nnc(SCC(=O)N/N=C/c3ccc(C)s3)n2-c2ccc(C)cc2)cc1
-4,CCC(/C=N/NC(=O)C1COc2ccccc2O1)CC (centres undefined)
-28,Cc1noc(C)c1S(=O)(=O)N(C)C[C@H]1Oc2ccc(NC(=O)Nc3ccccc3)cc2C(=O)N([C@H](C)CO)C[C@@H]1C
-2,CCCSC1=N/C(=C/c2ccsc2)C(=O)N1c1ccccc1
-1,CC(C)(C)C(=O)NC(=S)Nc1ccccc1N1CCCC1
-3,Cc1cccc(-c2ccc([C@H]3[C@@H](CO)N4C(=O)CN(C(=O)c5cnccn5)C[C@H]34)cc2)c1
-8,COC(=O)c1ccc(CN2CC(=O)N3[C@@H](CO)[C@H](c4ccc(-c5ccccc5)cc4)[C@@H]3C2)cc1
6,Cc1ccc(C(=O)N/C(=C\c2cccnc2)c2nc3ccccc3[nH]2)cc1
18,COc1ccc2c3c([nH]c2c1)[C@H](CO)N(Cc1ccccc1F)CC31CCN(S(C)(=O)=O)CC1
-19,Cn1cccc1/C=C1\SC(=S)N(NC(=O)c2ccc(Cl)cc2)C1=O
-21,Cc1ccc(-n2c(Cc3cccn3C)nnc2SCC(=O)NCc2ccc3c(c2)OCO3)cc1
-13,Cc1sc(NC(=O)c2ccccc2)c(C#N)c1-c1ccccc1
-5,O=C(c1ccccc1)N1CC2(C1)[C@@H](c1ccccc1)[C@@H](CO)N2Cc1cccnc1
-10,O=C(c1cccc(F)c1)N1CC(=O)N2[C@H](C1)[C@H](c1ccc(-c3ccccc3)cc1)[C@@H]2CO
15,CN(CC1CCCO1)S(=O)(=O)c1ccc(C(=O)Nc2ccc3c(c2)OCO3)cc1 (centres undefined)
96*,O=C(CSc1nnc(SCc2ccc(Cl)cc2)s1)N/N=C/c1c[nH]c2ccccc12
-18,O=C(COC(=O)Cc1cccc(C(F)(F)F)c1)Nc1cccc2ccccc12
-3,C[C@@H]1CCCCO[C@H](CN(C)S(C)(=O)=O)[C@H](C)CN([C@@H](C)CO)C(=O)c2cc(NC(=O)Nc3ccc(C(F)(F)F)cc3)ccc2O1
5,CC1=CC(=C2C(=O)c3ccccc3C2=O)C=C(C)N1C
3,O=c1[nH]c2ccc(N/C(=N/S(=O)(=O)c3ccccc3)c3ccccc3)cc2[nH]1
32,O=C(O)CC/C(=C\c1cc([N+](=O)[O-])ccc1Cl)c1nc2ccccc2s1
0,COC(=O)c1cccn(CC(=O)c2ccc(Cl)cc2Cl)c1=O
-6,CC(C)c1onc(C(=O)N2C(C)CCCC2C)c1[N+](=O)[O-] (centres undefined)
-13,COc1cc(C(=O)Oc2ccccc2/C=N/NC(=O)c2ccc(C)c(Cl)c2)cc(OC)c1OC

# (continued)
GSIS activator,structure
1,Cc1cc(C(=O)N/N=C/c2cc([N+](=O)[O-])ccc2O)c2ccccc2n1
5,O=C(c1ccncc1)N1CC(=O)N2[C@@H](CO)[C@@H](c3ccc(C#CCC4CCCC4)cc3)[C@@H]2C1
1,Oc1ccc2ccccc2c1/C=N/Nc1ccccc1
-4,O=[N+]([O-])c1ccccc1CSc1nc2ccccc2o1
-34,CN(C)c1ccc(N=Nc2ccccc2C(=O)OCC(=O)NC2CCCC2)cc1
-15,CC(SCc1ccccc1)C(=O)Nc1ccccc1-c1ccccc1 (centres undefined)
-15,CCOC(=O)C1C(C(=O)OCC)C1(c1ccccc1)c1ccccc1 (centres undefined)
13,C[C@@H]1CN([C@@H](C)CO)C(=O)c2cccc(NC(=O)CCCCCC(=O)Nc3ccccc3N)c2O[C@H]1CN(C)Cc1ccc(Oc2ccccc2)cc1
8,Cc1ccc(N(CC(=O)NC(C)(C)C)C(=O)CNC(=O)c2cccs2)c(C)c1
9,CCC(=O)N1CCC2(CC1)CN(C(=O)c1ccccn1)[C@@H](CO)c1c2c2ccc(OC)cc2n1C
7,CCS(=O)(=O)N1CC(=O)N2[C@@H](CO)[C@H](c3ccc(-c4ccccc4C)cc3)[C@@H]2C1
23,CC(=O)N1N=C(c2ccccc2O)OC1(C)CC(=O)Nc1ccccc1 (centres undefined)
-19,O=C(Cc1ccc(S(=O)(=O)N2CCCCC2)s1)Nc1cccc2ccccc12
9,COCC(=O)N1CC2(C1)[C@@H](c1ccccc1)[C@H](CO)N2C(=O)c1ccncc1
-4,O=c1[nH]c(C2CC2)nc2sc3c(c12)CCCC3
4,C[C@@H]1CCCCO[C@@H](CN(C)C(=O)Nc2ccc(F)cc2)[C@@H](C)CN([C@@H](C)CO)C(=O)c2cc(NC(=O)NC3CCCCC3)ccc2O1
-10,COc1ccc2c3c(n(C)c2c1)[C@@H](CO)N(CC1CC1)CC31CCN(C(=O)c2ccccc2)CC1
0,Cc1ccc(NC(=O)c2ccc(NCCN)c([N+](=O)[O-])c2)cc1
-9,Cc1ccc(S(=O)(=O)N(C)C[C@H]2Oc3c(NC(=O)c4cc(C)nn4C)cccc3C(=O)N([C@H](C)CO)C[C@@H]2C)cc1
2,CCNC(=S)NCc1ccco1
-4,COc1ccc(C/C(N)=N/OC(=O)c2ccc(Cl)cc2)cc1
-21,C[C@@H]1CN([C@@H](C)CO)C(=O)c2cccc(NS(=O)(=O)c3ccc(Cl)cc3)c2O[C@@H]1CN(C)C(=O)Nc1ccc(C(F)(F)F)cc1
53,CN(/C(=N/S(=O)(=O)c1cccs1)c1ccccc1)c1ccccc1
3,CCOC(=O)c1c(C)[nH]c(C)c1C(=O)COC(=O)c1ccccc1O
8,O=C(COC(=O)c1ccc(S(=O)(=O)N2CCCC2)cc1)NCc1cccs1
6,O=C(O)c1ccc(-n2cccn2)nc1
-4,COc1ccc(-c2cc(C(=O)O)c3c(C)nn(-c4ccccn4)c3n2)cc1
30,CN1CCC(=NNc2ccc(S(=O)(=O)N3CCOCC3)cc2[N+](=O)[O-])CC1
7,CCCCCCCC[n+]1cccc(C(=O)N2c3c(nc(N)[nH]c3=O)NC(C)C2C)c1 (centres undefined)
3,COCC(=O)N1CCC2(CC1)CN(Cc1cc(F)ccc1F)[C@@H](CO)c1[nH]c3cc(OC)ccc3c12
8,CCOC(=O)/C(=N\Nc1cccc(Cl)c1)Sc1nnc(-c2ccc(OC)cc2)n1C
-4,CCS(=O)(=O)N1CC(=O)N2[C@H](C1)[C@H](c1ccc(-c3ccccc3F)cc1)[C@@H]2CO
-12,O=C(Nc1ccccc1)C1=C(O)CC(c2ccc(Cl)cc2)N2CCN=C12 (centres undefined)
18,Nc1nc(NCCCN2CCOCC2)nc(Nc2ccc(F)cc2)c1[N+](=O)[O-]
-9,Cc1cccc(-c2ccc([C@H]3[C@@H](CO)N4C(=O)CN(C(=O)c5cnccn5)C[C@@H]34)cc2)c1
-31,COc1ccc2c3c([nH]c2c1)[C@H](CO)N(C(=O)Nc1ccc(F)cc1)CC31CN(Cc2ccccc2OC)C1
3,CCC(=O)Nc1ccc(C(=O)NNC(=O)COc2cc(C)ccc2C)cc1
10,O=c1[nH]cnc2sc3c(c12)CCN(Cc1ccccc1)C3
-5,COCc1nnc(NC(=O)CCSc2ccccc2)s1
-14,Cc1ccc(S(=O)(=O)NCC(=O)OCN2C(=O)c3ccccc3C2=O)cc1
10,COc1ccc2c3c(n(C)c2c1)[C@@H](CO)N(C)CC31CCN(S(C)(=O)=O)CC1
5,COc1cc(C2(O)CCCCC2C)cc(OC)c1OC (centres undefined)
-21,O=C(NC1(C(F)(F)F)NC(=O)N(c2ccc(F)cc2)C1=O)c1cccs1 (centres undefined)
-2,CC(=O)N1[C@@H]2c3cccc(=O)n3C[C@@H]2[C@@H](CO)[C@@H]1C(=O)NCc1ccccc1
-64,CC(Oc1cccc(Cl)c1)C(=O)NCCCCc1ccccc1 (centres undefined)
-4,N#C/C(=C\c1cccc([N+](=O)[O-])c1)C(=O)NCc1cccnc1
-21,CCn1c(=O)cc(SCC(=O)NCCC2=CCCCC2)c2ccccc21
17,CCOC(=O)C1=C(C)NC(=O)NC1c1cccs1 (centres undefined)
-7,CCC(=O)Nc1cccc(NC(C)=O)c1
10,Cc1cc(C)n(-c2ccc(Cl)c(C(=O)Nc3cc(C(F)(F)F)ccc3Cl)n2)n1
0,O=C(CSc1nn(-c2ccc(F)cc2)c(=S)s1)NC(=O)NCc1ccco1
-9,O=C(COC(=O)c1cccnc1Cl)Nc1nc(-c2ccccc2)cs1
1,CC1(C)CC2CC(C)(CN2C(=O)C23CCC(C)(C(=O)C2)C3(C)C)C1 (centres undefined)
-16,CCNC(=S)N/N=C/c1ccc(-c2ccccc2)o1
-20,COc1ccc(Sc2ccc(/C=C3\C(=O)NN(c4ccccc4)C3=O)o2)cc1
17,CCOC(=O)C(NC(=O)NCc1ccc(F)cc1)(OCC)C(F)(F)F (centres undefined)

# In the list so far, twelve contain a thiophene ring, fused or not.
GSIS activator,structure
12,O=C(O)c1sc2ncccc2c1OCc1ccccc1
1,Cc1ccc(-c2nnc(SCC(=O)N/N=C/c3ccc(C)s3)n2-c2ccc(C)cc2)cc1
-2,CCCSC1=N/C(=C/c2ccsc2)C(=O)N1c1ccccc1
-13,Cc1sc(NC(=O)c2ccccc2)c(C#N)c1-c1ccccc1
8,Cc1ccc(N(CC(=O)NC(C)(C)C)C(=O)CNC(=O)c2cccs2)c(C)c1
-19,O=C(Cc1ccc(S(=O)(=O)N2CCCCC2)s1)Nc1cccc2ccccc12
-4,O=c1[nH]c(C2CC2)nc2sc3c(c12)CCCC3
53,CN(/C(=N/S(=O)(=O)c1cccs1)c1ccccc1)c1ccccc1
8,O=C(COC(=O)c1ccc(S(=O)(=O)N2CCCC2)cc1)NCc1cccs1
10,O=c1[nH]cnc2sc3c(c12)CCN(Cc1ccccc1)C3
-21,O=C(NC1(C(F)(F)F)NC(=O)N(c2ccc(F)cc2)C1=O)c1cccs1 (centres undefined)
17,CCOC(=O)C1=C(C)NC(=O)NC1c1cccs1 (centres undefined)
